Source: PubChem
Runt-CBFb FRET – inhibitors of human RUNX1 Runt domain binding to CBFb; Q01196+Q13951; Cerulean-Runt/Venus-CBFb FRET ratio 530/480, 1 h; inhibition, % at 20 µM; 220,000 compounds, 0.46% hits; AID 1496;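 active = inhibition over about 50% at 20 µM in the single-dose screen, limit read from the data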;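 also: 0% = DMSO wells and 100% = excess unlabeled CBFb competitor control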
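Measured by: fluorescence energy transfer, 422 nm excitation, 530/480 nm emission; test system: Cerulean-tagged RUNX1 Runt domain (FRET donor) fusion protein; buffer or medium: Tris pH 7.5 buffer with BSA; compound: one dose, 20 µM compound, 1% DMSO; times: two 1 h room-temperature incubations shielded from light; benchmarks: unlabeled CBFb 5 µM, positive control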
Runt-SMMHC FRET – inhibitors of human RUNX1 Runt domain binding to CBFb-SMMHC; inhibition, % at 20 µM; Q01196+Q13951; 220,000 compounds, 0.74% hits; Cerulean-Runt/Venus-CBFb-SMMHC FRET ratio 530/480, 1 h; AID 1434;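 active = mean inhibition across duplicate retests at 20 µM reaching about 50%, limit read from the data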;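 also: 0% = DMSO wells and 100% = wells with excess untagged CBFb-SMMHC; inhibitors lower the FRET ratio by blocking Runt binding to CBFb-SMMHC; some results filed as inactive read as strong as hits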
RBBP9 inh – human RBBP9 hydrolase inhibition | recombinant RBBP9, FP-Rh probe fluorescence polarization | inhibition, % at 7.94 µM | 220,000 compounds, 0.2% hits | AID 1515;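 active = inhibition above the campaign mean of all tested compounds plus 3 SD, cut at about 14% in these data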;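 also: plate controls were DMSO wells with RBBP9 for no effect and wells lacking RBBP9 protein for full effect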
Target sequence (O75884 whole entry, looked up): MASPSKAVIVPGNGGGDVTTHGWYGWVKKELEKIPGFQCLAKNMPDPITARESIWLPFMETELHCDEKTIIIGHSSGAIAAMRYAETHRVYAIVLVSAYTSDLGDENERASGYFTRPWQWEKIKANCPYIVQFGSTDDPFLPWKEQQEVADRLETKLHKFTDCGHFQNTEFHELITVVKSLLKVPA
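Material: RBBP9 protein. Amount: RBBP9 at 2.5 µM in dispensed solution, before mixing. Schedule: 30 min then 45 min, 25 °C. Medium: Tris buffer pH 8.0, NaCl, Pluronic. Measured by: fluorescence polarization. Measure: percent inhibition from mP, scaled between DMSO and no-protein wells. Replication: one well per compound.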
Calpain2 inh – inhibitors of pig calpain II. purified calpain II, fluorogenic peptide substrate, 30 min. inhibition, % at 16 µM. 220,000 compounds, 0.37% hits;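 active = inhibition above about 50%, limit read from the data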
p47phox inh – inhibitors of human p47phox binding. P14598. p47phox/p22phox peptide binding, fluorescence polarization, 2 h. inhibition, % at 24.7 µM. 220,000 compounds, 0.53% hits. AID 1274;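 active = inhibition above about 30%, limit read from the data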;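 also: 0% = p47phox with labelled peptide and 100% = labelled peptide alone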
Target sequence (P14598 whole entry, looked up): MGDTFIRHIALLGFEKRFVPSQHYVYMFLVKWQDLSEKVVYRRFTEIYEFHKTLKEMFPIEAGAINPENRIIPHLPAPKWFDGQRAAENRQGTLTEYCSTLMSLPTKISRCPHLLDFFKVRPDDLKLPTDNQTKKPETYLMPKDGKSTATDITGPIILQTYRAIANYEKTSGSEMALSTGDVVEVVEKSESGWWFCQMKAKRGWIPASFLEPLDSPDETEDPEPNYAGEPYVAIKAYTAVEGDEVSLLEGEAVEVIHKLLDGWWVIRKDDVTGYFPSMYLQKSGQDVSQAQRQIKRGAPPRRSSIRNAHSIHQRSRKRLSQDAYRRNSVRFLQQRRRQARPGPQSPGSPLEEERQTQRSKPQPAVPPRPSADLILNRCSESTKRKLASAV
TbHK1 inh – blocks Trypanosoma brucei hexokinase 1 activity. recombinant TbHK1, G6PDH-coupled NADH A340. inhibition, % at 10 µM. 220,000 compounds, 0.11% hits. AID 1430;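 active = inhibition of 50% or more in the single-dose primary screen; inactive = inhibition below 50%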
Furin inhibitor – blocks human furin protease activity | inhibition, % at 30 µM | purified furin, fluorogenic substrate cleavage | 220,000 compounds, 0.061% hits; in the data active = inhibition above about 25%; also: inactives centre near -15
p97 inhibitor – blocks human p97 ATPase activity. inhibition, % at 8 µM. AID 1481. 220,000 compounds, 0.42% hits. P55072. recombinant p97 ATPase, Kinase-Glo ATP luminescence, 3 h; in the data active = inhibition above about 15%;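 also: 0% = DMSO vehicle and 100% = wells lacking enzyme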
EBV gp42 inh – EBV gp42 inhibition; 220,000 compounds, 0.42% hits; Fluorescence polarization binding assay, mP read-out; inhibition, % (tested at 21.74 µM); Q1HVG2; AID 1085; in the data active = inhibition above about 50%
Target sequence (Q1HVG2 whole entry, looked up): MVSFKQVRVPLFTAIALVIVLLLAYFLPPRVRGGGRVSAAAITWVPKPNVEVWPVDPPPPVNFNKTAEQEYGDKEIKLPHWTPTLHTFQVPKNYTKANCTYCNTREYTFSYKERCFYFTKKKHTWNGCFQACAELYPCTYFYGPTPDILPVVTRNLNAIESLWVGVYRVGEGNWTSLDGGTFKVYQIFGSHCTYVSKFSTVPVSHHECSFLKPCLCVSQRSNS
Active calls of the source: *; . = no result given; [ ] = another dose, or the depositor's remark.

SMILES	Runt-CBFb FRET	Runt-SMMHC FRET	RBBP9 inh	Calpain2 inh	p47phox inh	TbHK1 inh	Furin inhibitor	p97 inhibitor	EBV gp42 inh
COc1ccc(NCC(=O)N/N=C(\C)c2cc3ccccc3o2)cc1	2	-5	-2	39	-5	-15	-5	2	-15
CCN1N=C(c2cc(Cl)sc2Cl)CSC1=O	-3	-9	-2	37	14	5	-16[20 µM]	3	1
O=C1c2cccnc2C(=O)N1CNc1ccc(Cl)cc1	0	2	-11	0	11	-4	-29	0	0
CC1(C)CC(=O)c2cc(O)ccc2O1	0	-1	-2	-8	-7	-1	-9	6	-10
CCCCNc1nc(-c2ccccc2)nc(-n2ccnc2)n1	0	-7	-1	-15	-8	-15	-21[20 µM]	2	-16
CCN1CCN(C(=S)Nc2ccc3nc(N4CCN(CC)CC4)cc(C)c3c2)CC1	6	1	9	-22	-10	-21	-14	0	0
O=C(CN1C(=O)NC2(CCCC2)C1=O)NCC1CCCO1 (stereo not given)	1	-3	8	-11	-4	3	-32	2	-11
Cc1cccc(NC(=O)N2CCC(NC(=O)c3ccco3)CC2)c1	.	.	-1	-24	-9	0	-31	1	-19
NC(=O)C1CCN(C(=O)c2ccc(-c3ccccc3)cc2)CC1	1	4	-3	-28	-15	-5	-9[20 µM]	-6	-7
O=C(NCc1ccco1)c1ccc(N2CCCCC2)c([N+](=O)[O-])c1	-1	0	-9	35	4	32	0	-3	1
Cc1ccccc1-c1noc(N)c1C#N	0	-3	-10	-17	-10	1	-9[20 µM]	-8	-9
O=C(Nc1ccc(CN2CCOCC2)cc1)c1cccc(F)c1	1	-6	-2	-17	-7	5	-25[20 µM]	4	-1

Arranged by number of heavy atoms (descending): ten of the compounds above
SMILES	Runt-CBFb FRET	Runt-SMMHC FRET	RBBP9 inh	Calpain2 inh	p47phox inh	TbHK1 inh	Furin inhibitor	p97 inhibitor	EBV gp42 inh
CCN1CCN(C(=S)Nc2ccc3nc(N4CCN(CC)CC4)cc(C)c3c2)CC1	6	1	9	-22	-10	-21	-14	0	0
COc1ccc(NCC(=O)N/N=C(\C)c2cc3ccccc3o2)cc1	2	-5	-2	39	-5	-15	-5	2	-15
Cc1cccc(NC(=O)N2CCC(NC(=O)c3ccco3)CC2)c1	.	.	-1	-24	-9	0	-31	1	-19
NC(=O)C1CCN(C(=O)c2ccc(-c3ccccc3)cc2)CC1	1	4	-3	-28	-15	-5	-9[20 µM]	-6	-7
CCCCNc1nc(-c2ccccc2)nc(-n2ccnc2)n1	0	-7	-1	-15	-8	-15	-21[20 µM]	2	-16
O=C(CN1C(=O)NC2(CCCC2)C1=O)NCC1CCCO1 (stereo not given)	1	-3	8	-11	-4	3	-32	2	-11
O=C1c2cccnc2C(=O)N1CNc1ccc(Cl)cc1	0	2	-11	0	11	-4	-29	0	0
CCN1N=C(c2cc(Cl)sc2Cl)CSC1=O	-3	-9	-2	37	14	5	-16[20 µM]	3	1
Cc1ccccc1-c1noc(N)c1C#N	0	-3	-10	-17	-10	1	-9[20 µM]	-8	-9
CC1(C)CC(=O)c2cc(O)ccc2O1	0	-1	-2	-8	-7	-1	-9	6	-10

Further structures follow:
SMILES	Runt-CBFb FRET	Runt-SMMHC FRET	RBBP9 inh	Calpain2 inh	p47phox inh	TbHK1 inh	Furin inhibitor	p97 inhibitor	EBV gp42 inh
O=C(NNC(=O)c1ccccc1-c1ccccc1C(=O)O)c1cccc([N+](=O)[O-])c1	-2	2	-7	14	-5	-5	-10	-5	-4
CC(C)[C@H]1CN=C2N(C[C@H](C)NC(=O)CCC3CCCCC3)[C@H](Cc3ccc(O)cc3)CN21	0	2	.	7	-10	-5	-29	.	-19
COCCCNC(=O)Cn1cc(C(=O)C2CC2)c2ccccc21	-2	0	-8	-22	1	4	-5	2	-6
Cc1cc(C)c(S(=O)(=O)Nc2ccc3[nH]c(=O)[nH]c3c2)c(C)c1	-2	-3	-9	10	-3	0	-19	-2	-7
CN(C(=S)NC1=CCS(=O)(=O)C1)C1CCCCC1	1	-8	-5	-4	-22	-7	-18[20 µM]	-2	-24
CCC(=O)Nc1cc(C(F)(F)F)ccc1N1CCCC1	1	4	-7	-34	-11	-3	-39	7	-5
COCCNC(=O)Cn1nc(C)c2ccccc2c1=O	-2	-8	4	5	4	-7	-21	5	-22
COc1nc(OC)nc(Oc2ccc(Cl)cc2[N+](=O)[O-])n1	1	5	2	-16	9	1	-12	6	4
CCOc1ccc(NC(=O)c2nn(-c3ccc(OC)cc3OC)c(=O)c3ccccc23)cc1	-12	-12	5	-42	-2	-7	-39	6	-10
Cc1cccc(N/C=C/c2onc(C)c2[N+](=O)[O-])c1	-10	-10	1	20	-13	-5	-15[20 µM]	-3	-3
COc1ccc(-c2nc(=S)n3ccsc3n2)cc1OC	1	3	6	3	-13	-27	3	1	-2
CC1(C)CC(=O)C(C=Nc2ccccc2C(=O)O)=C(O)C1	-2	0	-7	-52	-8	-16	14	2	18
COc1ccc(C(=O)/C=C/C(=O)N(CC(=O)NC2CCCCC2)Cc2ccccc2)c(O)c1	5	3	-4	-74	30*	3	-17	3	0
C/C=C/c1ccc(Oc2nnnn2-c2ccc(C(N)=O)cc2)c(OC)c1	-2	-3	-3	-20	-7	0	-3[20 µM]	6	-28
CC(C)C(=O)N1CCN(c2ccc(NC(=O)c3ccc([N+](=O)[O-])o3)cc2)CC1	3	-2	-6	13	1	-17	1	2	-24
O=C(c1ccccc1)C1C(=O)c2ccccc2C1=O	1	0	-3	-5	-2	-31	-5	2	-4
CCOC(=O)[C@H]1CCC[C@@H](NS(=O)(=O)c2ccc(NC(C)=O)cc2)C1	-1	4	7	15	7	4	-14	5	-5
CCOc1ccc(NC(=O)CCC(=O)NNC(=O)c2ccco2)cc1	1	2	-8	-1	-2	1	-22	1	-13
O=C(Nc1ccc(O)c(-c2nc3ccccc3s2)c1)c1cc(=O)c2ccccc2o1	-4	-21	-7	-66	-54	0	-18	7	9
O=C(Nc1nncs1)c1cccc(S(=O)(=O)N2CCCC2)c1	0	0	-6	-11	-28	-7	-17[20 µM]	1	-4
COc1nc(-c2ccccc2)ccc1-c1noc(-c2cccs2)n1	.	.	-7	.	.	-12	-14[20 µM]	2	.
CCOC(=O)C(=O)N/N=C/c1ccc(F)cc1	1	-1	-8	19	-12	-4	-16	-1	2
COc1ccc(NC(=O)c2ccccc2SC)cc1OC	0	2	-3	-7	-16	-10	-20[20 µM]	1	4
CC(=O)Nc1ccc(OCC(O)Cn2c(C(C)C)nc3ccccc32)cc1 (stereo not given)	-3	0	-4	11	0	3	-10	-2	-6
COc1ccc(Br)cc1S(=O)(=O)Nc1ncccc1C	1	-5	-4	-35	6	-4	-13	8	7
COc1ccccc1C(=O)NC(=O)Nc1nc(-c2ccccc2)cc(C(F)(F)F)n1	-3	4	1	-28	-14	-13	-23	4	-8
Cc1c(C(=O)N(C)Cc2ccccc2)oc2ccc(S(=O)(=O)N3CCCC3)cc12	-1	1	-8	3	-7	-8	-19	-9	-2
CCSc1nnc(NC(=O)CSc2nc3c(c(=O)n2CC)SC(C)C3)s1 (stereo not given)	-2	-8	-8	9	-3	-12	-18	1	-2
Cc1ccc(C2=Nc3c(ccc4ccccc34)C(c3ccncc3)=NN2)cc1	-8	0	5	-74	-7	-20	-20	5	-17
COCCn1c(-c2cccc([N+](=O)[O-])c2)nc2c1c(=O)[nH]c(=O)n2Cc1ccccc1	-2	5	-1	11	-3	28	-12	-1	-18
CCC(C)C(=O)Nc1cccc(SC)c1 (stereo not given)	0	0	-3	18	-1	-5	-14	4	-9
COc1cccc(OC)c1C(=O)OCC(=O)Nc1cccnc1Cl	-1	-5	-6	-16	-10	-1	-9	3	-19
NC(=O)NC1CCCc2c1[nH]c1ccc(Cl)cc21 (stereo not given)	0	5	0	1	-1	-4	-27	0	-18
COc1ccc(OC)c2c1sc(=NC(=O)c1ccco1)n2C	-6	-6	-6	-19	-7	-17	-5	8	-9
COc1ccc(C(=O)O/N=C(\N)c2ccccc2)c(OC)c1	-2	2	-9	-1	-11	-2	-23	-4	-16
COc1cccc(NCc2cc3c(C(C)(C)C)nn(-c4ccccc4)c3[nH]c2=O)c1	5	-16	7	-48	-26	-5	-7[20 µM]	1	-20
COC(=O)c1cc2c(ccn2-c2ccc(F)cc2)n1CC(=O)OC(C)C	4	-1	4	-43	-10	-2	-14	1	-9
COc1cccc(C2(CSc3nnc(-c4cc(OC)c(OC)c(OC)c4)o3)OCCO2)c1	-3	-5	0	8	3	4	-23[20 µM]	-3	6
CCC(C)NS(=O)(=O)c1ccc(NC(=O)c2cccs2)cc1 (stereo not given)	5	4	-9	-17	-10	1	-29	5	4
CC(NC(=O)Nc1ccccc1O)(C(F)(F)F)C(F)(F)F	0	-3	8	20	-1	0	-16[20 µM]	4	7
COc1cc(C(=O)N2CCN(C(=O)Cc3ccccc3)CC2)cc(OC)c1OC	-1	-2	-5	-31	-12	4	-25	5	2
CN1CCc2c(sc3c2C(=O)NC(c2ccccc2)N3)C1 (stereo not given)	106*	76*	-7	11	-11	-20	-19	4	-57
OCCNC(=S)Nc1cccc(Cl)c1Cl	-2	0	-3	-2	-7	-1	-20	9	-11
O=C(CSc1nc2cc(Cl)ccc2c(=O)n1Cc1ccco1)Nc1ccc(S(=O)(=O)N2CCOCC2)cc1	6	3	-6	-92	-44	-5	-25	6	-14
Cc1ccc(-c2csc3ncnc(Sc4nnc(CN5CCCCCC5=O)o4)c23)cc1	0	1	0	3	-17	-1	-18	3	-12
COc1ccccc1Nc1nnc(SCc2cc(=O)n3cc(C)ccc3n2)s1	-2	1	-7	19	-1	-23	-11	-1	17
CC(C)Oc1ccc(/C=N/NC(=O)c2ccc(N(Cc3ccccc3)S(C)(=O)=O)cc2)cc1	-3	0	-3	-14	-8	-4	-15	-1	-9
O=C(CSc1nc2ccccc2o1)N1c2ccccc2Sc2ccccc21	0	7	-19	11	-7	39	-11	6	-18
